Efflux pump mplx – inhibitors of Candida efflux pumps in yeast, primary screen, S. cerevisiae, Nile Red, multiplex. 0.44% of 330,000 active. inhibition, % at 10 µM. S. cerevisiae Candida pump triplex;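 active = plate passing quality check with inhibition over a set limit, or well fluorescence over plate mean plus 4 SD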;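 note: Nile Red retained in pooled yeast measured as flow cytometry median fluorescence; 0% = buffer negative control and 100% = Enniatin B positive control; higher means more Nile Red kept so more efflux inhibition; some compounds called inactive have numbers as strong as hits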
Fam108B inh – mouse Fam108B serine hydrolase inhibitors, primary screen, counter-screen for RBBP9 inhibitor project, biochemical, fluorescence polarization; recombinant Fam108B, FP-Rh probe fluorescence polarization; inhibition, % at 9.51 µM; 0.33% of 300,000 active; AID 1947, 2009;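 active = inhibition above the screen mean inhibition plus 3 SD, computed separately per campaign, cut at about 18% in these data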;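 note: inhibitors lower polarization as less probe binds the enzyme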
GRK2 inh – compounds blocking aptamer binding on GRK2 – biochemical, human GRK2, bead flow cytometry, HTS, primary screen. Beta-adrenergic receptor kinase 1 (Homo sapiens), P25098. FAM-aptamer displacement from GRK2. inhibition of aptamer binding, % at 10 µM. 0.59% of 330,000 active;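 active = inhibition of aptamer binding above 40%, roughly 3 SD of noise, on plates passing a quality check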;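 note: median bead fluorescence of bound FAM aptamer so fluorescent compounds give negative values; no value below 0 was filed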
GLD-1 RNA inh – GLD-1/TGE RNA complex disruptors, primary screen, biochemical, fluorescence polarization; Female germline-specific tumor suppressor gld-1 (Caenorhabditis elegans), Q17339; purified GLD-1 + fluorescein TGE RNA; inhibition, % at 5.96 µM; 0.44% of 320,000 active; AID 2280, 2010;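 active = percent inhibition above a per-plate cutoff, the plate mean of test compounds plus 3 SD, cut at about 30% in these data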;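 note: 0% = DMSO wells with GLD-1 and probe and 100% = wells lacking GLD-1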
BCLXL inh – inhibitors of human Bcl-xL, primary screen, biochemical, fluorescence polarization, HTS. Bcl-2-like protein 1 (Homo sapiens), Q07817. GST-Bcl-xL / FITC-Bim BH3 peptide fluorescence polarization. inhibition, % at 10.9 µM. 0.7% of 320,000 active. AID 2129, 2009;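 active = inhibition above the mean of all tested compounds plus 3 SD, cutoff set per campaign, cut at about 30% in these data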;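 note: 0% = DMSO wells and 100% = unlabeled Bim-BH3 peptide competitor; inhibitors lower millipolarization by displacing the labeled peptide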
Target sequence (Q07817 whole entry, looked up): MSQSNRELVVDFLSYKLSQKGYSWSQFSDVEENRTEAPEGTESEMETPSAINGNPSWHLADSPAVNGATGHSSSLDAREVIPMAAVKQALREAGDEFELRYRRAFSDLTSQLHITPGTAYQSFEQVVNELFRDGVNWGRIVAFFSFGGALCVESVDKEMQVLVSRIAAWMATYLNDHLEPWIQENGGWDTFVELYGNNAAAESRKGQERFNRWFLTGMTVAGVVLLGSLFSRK
VLA-4 inh – inhibition in human VLA-4 binding assay, primary screen, VLA-4 allosteric modulator project, MLPCN library, flow cytometry, VLA-4 expressing cells; Integrin alpha-4 (Homo sapiens), P13612; ligand binding flow cytometry; inhibition, % (about 7 µM as worked out from the volumes in the protocol); 0.2% of 330,000 active; AID 2557, 2010; in the data active = inhibition above about 50%
PME-1 inh – PME-1 inhibitors via competitive probe labeling, primary screen, biochemical, fluorescence polarization, FP-Rh probe, HTS; 0.53% of 320,000 active; Protein phosphatase methylesterase 1 (Homo sapiens), Q9Y570; inhibition, % at 5.9 µM; recombinant PME-1;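 active = inhibition above the campaign mean of all compounds plus 3 SD, cut at about 26% in these data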;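 note: competitive labeling of PME-1 active site by serine hydrolase directed probe; 0% = PME-1 with DMSO and 100% = wells lacking PME-1 enzyme; inhibitors block probe labeling so polarization falls and inhibition rises; many of its hits are not listed in these tables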
Target sequence (Q9Y570 whole entry, looked up): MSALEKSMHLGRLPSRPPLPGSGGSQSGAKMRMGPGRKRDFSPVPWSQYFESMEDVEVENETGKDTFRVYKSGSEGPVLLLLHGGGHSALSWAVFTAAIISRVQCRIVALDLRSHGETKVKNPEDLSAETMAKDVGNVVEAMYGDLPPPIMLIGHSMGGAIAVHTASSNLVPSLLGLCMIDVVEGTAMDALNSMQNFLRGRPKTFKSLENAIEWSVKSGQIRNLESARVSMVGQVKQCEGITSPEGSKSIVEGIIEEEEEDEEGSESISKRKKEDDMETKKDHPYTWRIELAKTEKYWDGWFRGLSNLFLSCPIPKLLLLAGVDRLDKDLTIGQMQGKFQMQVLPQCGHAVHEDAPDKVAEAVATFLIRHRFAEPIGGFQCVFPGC
MCL1-BIM inh – inhibitors of MCL1 binding to BIM-BH3, primary screen, biochemical, fluorescence polarization; GST-MCL1 / FITC-Bim-BH3 fluorescence polarization; 0.68% of 320,000 active; Induced myeloid leukemia cell differentiation protein Mcl-1 (Homo sapiens), Q07820; inhibition, % at 10.9 µM;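 active = inhibition above the mean inhibition of all tested compounds plus 3 SD, set per campaign, cut at about 40% in these data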;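 note: 0% = DMSO wells and 100% = unlabeled Bim-BH3 peptide control; higher means more loss of mP so more displacement of Bim peptide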
Target sequence (Q07820 whole entry, looked up): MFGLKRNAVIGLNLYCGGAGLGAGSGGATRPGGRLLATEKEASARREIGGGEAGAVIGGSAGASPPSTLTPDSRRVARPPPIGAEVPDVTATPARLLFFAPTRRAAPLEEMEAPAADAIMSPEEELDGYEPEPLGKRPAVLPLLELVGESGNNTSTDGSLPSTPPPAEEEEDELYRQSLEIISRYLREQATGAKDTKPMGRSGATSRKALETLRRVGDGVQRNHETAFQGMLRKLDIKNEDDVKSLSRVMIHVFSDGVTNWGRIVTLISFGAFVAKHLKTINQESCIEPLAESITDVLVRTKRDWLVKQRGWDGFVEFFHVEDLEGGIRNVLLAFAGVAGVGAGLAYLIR
MEX-5 binding – MEX-5 zinc finger RNA-binding disruptors – biochemical, C. elegans, fluorescence polarization, MLPCN library, primary screen. Zinc finger protein mex-5 (Caenorhabditis elegans), Q9XUB2. 0.38% of 300,000 active. MEX-5/FITC-TCR2 RNA binding; stronger effect = lower value. activity score (negative = inhibition of binding), % at 10 µM;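 active = inhibition past about -25% in most replicates, and total fluorescence under double the plate's negative control median, limit read from the data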;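 note: 0% = DMSO and -100% = 5 µM competing unlabeled TCR2 RNA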
* = called active by the depositor. This is a subset (hit frequency here may not be typical).

Screening O=c1c2[nH]c3ccc(F)cc3c2ncn1CCCN1CCOCC1 returned Efflux pump mplx 0.1, Fam108B inh -2, GRK2 inh 0, GLD-1 RNA inh -7, BCLXL inh -8, VLA-4 inh 7, PME-1 inh -2, MCL1-BIM inh -5 and MEX-5 binding 2.3.
COc1ccc(CN2CCC(CO)(Cc3ccccc3)CC2)cc1Cn1cccn1 was read as Efflux pump mplx 0.1, Fam108B inh -2, GRK2 inh 0, GLD-1 RNA inh 1, BCLXL inh 10, VLA-4 inh 0, PME-1 inh 10, MCL1-BIM inh 7 and MEX-5 binding 0.7.
COc1ccc(OC)c(N(CC(=O)NCCSCc2ccco2)S(=O)(=O)c2ccccc2)c1 was read as Efflux pump mplx 0.0, Fam108B inh -3, GRK2 inh 2, GLD-1 RNA inh 7, BCLXL inh 6, VLA-4 inh 6, PME-1 inh 4, MCL1-BIM inh 3 and MEX-5 binding -0.5.
Screening CC(Oc1ccccc1)C(=O)Nc1cc(Cl)ccc1-n1cncn1 (stereo unspecified) returned Efflux pump mplx -0.1, Fam108B inh 0, GRK2 inh 0, GLD-1 RNA inh 9, BCLXL inh -12, VLA-4 inh -4, PME-1 inh 4, MCL1-BIM inh -4 and MEX-5 binding -1.7.
Cc1ccc(C)c(NC(=O)CCn2nc(C)cc2C)c1 was read as Efflux pump mplx 0.0, Fam108B inh 5, GRK2 inh 0, GLD-1 RNA inh 6, BCLXL inh 4, VLA-4 inh 0, PME-1 inh 1, MCL1-BIM inh -5 and MEX-5 binding -0.3.
For CN(CCN1CCOCC1)Cc1nc(-c2ccc3c(c2)OCO3)no1 the results were Efflux pump mplx 0.1, Fam108B inh 2, GRK2 inh 0, GLD-1 RNA inh -2, BCLXL inh 6, VLA-4 inh 2, PME-1 inh -1, MCL1-BIM inh 8 and MEX-5 binding 0.3.
For CCOC(=O)N1CCC(NC(=O)c2cc3c(C)nc4ccccc4c3o2)CC1 the results were Efflux pump mplx -0.1, Fam108B inh -4, GRK2 inh 2, GLD-1 RNA inh 3, BCLXL inh 0, VLA-4 inh 20, PME-1 inh 5, MCL1-BIM inh -7 and MEX-5 binding 2.6.
For COC(=O)c1ccc(C(=O)O)nc1 the results were Efflux pump mplx -0.1, Fam108B inh -2, GRK2 inh 1, GLD-1 RNA inh 0, BCLXL inh 4, VLA-4 inh 0, PME-1 inh 2, MCL1-BIM inh 1 and MEX-5 binding -0.1.
For Cc1ccc(C(=O)NCC(=O)NC2CCCC2)cc1 the results were Efflux pump mplx 0.1, Fam108B inh 1, GRK2 inh 1, GLD-1 RNA inh 9, BCLXL inh -1, VLA-4 inh 2, PME-1 inh -9, MCL1-BIM inh -3 and MEX-5 binding 3.1.
CN(CC(=O)NCCCN1CCOCC1)S(=O)(=O)c1ccc(Cl)cc1 was read as Efflux pump mplx 0.0, GRK2 inh 0, GLD-1 RNA inh -4 and VLA-4 inh 7.
For O=C(COC(=O)/C=C/c1cccc(Cl)c1)NCCc1ccc(Cl)cc1Cl the results were Efflux pump mplx -0.2, Fam108B inh 4, GRK2 inh 1, GLD-1 RNA inh 5, BCLXL inh 0, VLA-4 inh -12, PME-1 inh 5, MCL1-BIM inh 2 and MEX-5 binding 4.7.
For COc1ccc(C2C3=C(CCCC3=O)NC3=C2C(=O)c2ccccc23)cc1 (stereo unspecified) the results were Efflux pump mplx 0.0, Fam108B inh 20*, GRK2 inh 0, GLD-1 RNA inh 2, BCLXL inh 8, VLA-4 inh 17, PME-1 inh 10, MCL1-BIM inh 12 and MEX-5 binding -2.5.
CCOc1ncccc1C(=O)N1CCN(S(=O)(=O)c2cccs2)CC1 was read as Efflux pump mplx -0.2, GRK2 inh 2, GLD-1 RNA inh 3, BCLXL inh -7, VLA-4 inh -6, PME-1 inh 0 and MCL1-BIM inh -21.
`O=C(Nc1ccc(S(=O)(=O)Nc2nccs2)cc1)c1ccc(N2C(=O)c3ccccc3C2=O)cc1` gave Efflux pump mplx 0.1, Fam108B inh -49, GRK2 inh 0, GLD-1 RNA inh -44, BCLXL inh -58, VLA-4 inh 38, PME-1 inh -66, MCL1-BIM inh -117 and MEX-5 binding -29*.
`Cc1ccccc1C(=O)N1CCC(C(=O)Nc2ccc(F)cc2)CC1` gave Efflux pump mplx -0.1, Fam108B inh -1, GRK2 inh 1, GLD-1 RNA inh 10, BCLXL inh 8, VLA-4 inh -7, PME-1 inh -7, MCL1-BIM inh -2 and MEX-5 binding -1.9.
CCOc1cccc(OCCNC2CCCC2)c1 was read as Efflux pump mplx -0.3, Fam108B inh -2, GRK2 inh 1, GLD-1 RNA inh 8, BCLXL inh 2, VLA-4 inh 45, PME-1 inh 4, MCL1-BIM inh -1 and MEX-5 binding 1.7.
Cc1ccc(C(=O)NCC(C)(C)O)cc1 was read as Efflux pump mplx 0.1, Fam108B inh 0, GRK2 inh 1, GLD-1 RNA inh -1, BCLXL inh 3, VLA-4 inh -5, PME-1 inh -4, MCL1-BIM inh 5 and MEX-5 binding -1.0.
Screening COc1cccc(N2CC(O)=C(c3nc4ccccc4c(=O)[nH]3)C2=N)c1 returned Efflux pump mplx 0.1, Fam108B inh -3, GRK2 inh 0, GLD-1 RNA inh -2, BCLXL inh -3, VLA-4 inh -5, PME-1 inh -25, MCL1-BIM inh -8 and MEX-5 binding 0.0.
`Cc1cccc(-c2nnc(SCC(=O)NCc3ccc4c(c3)OCO4)n2C)c1` gave Efflux pump mplx 0.1, Fam108B inh -5, GRK2 inh 1, GLD-1 RNA inh -3, BCLXL inh -5, VLA-4 inh 6, PME-1 inh 2, MCL1-BIM inh -16 and MEX-5 binding 0.7.
`CCCCc1nc2ccccc2c(NC(=O)CNC(C)(C)C)c1CCC` gave Efflux pump mplx 0.0, Fam108B inh -2, GRK2 inh 0, GLD-1 RNA inh 5, BCLXL inh 3, VLA-4 inh 9, PME-1 inh 5, MCL1-BIM inh 2 and MEX-5 binding -0.3.
Screening CC(C)C[C@H](NC(=O)c1nc[nH]c1C(=O)NCC(=O)OCc1ccccc1)C(=O)OC(C)(C)C returned Efflux pump mplx 0.1, Fam108B inh 4, GRK2 inh 1, GLD-1 RNA inh 10, BCLXL inh 5, VLA-4 inh 13, PME-1 inh 6, MCL1-BIM inh 6 and MEX-5 binding 1.4.
Screening CCOc1cccc2cc(C(=O)NCc3ccc(OC)cc3)c(=N)oc12 returned Efflux pump mplx 0.1, Fam108B inh -2, GRK2 inh 0, GLD-1 RNA inh 0, BCLXL inh 2, VLA-4 inh 7, PME-1 inh 2, MCL1-BIM inh 6 and MEX-5 binding -7.0.
Screening O=C(N/C(=C/c1cccs1)c1nc2ccccc2[nH]1)c1ccccc1 returned Efflux pump mplx -0.1, Fam108B inh -5, GRK2 inh 6, GLD-1 RNA inh -3, BCLXL inh 11, VLA-4 inh 0, PME-1 inh 4, MCL1-BIM inh -9 and MEX-5 binding -4.9.
For C=CCn1c(C)c(C(C)=O)c(N2CCN(c3ccccc3)CC2)nc1=S the results were Efflux pump mplx 0.0, Fam108B inh 2, GRK2 inh 2, GLD-1 RNA inh 0, BCLXL inh 15, VLA-4 inh 13, PME-1 inh 0, MCL1-BIM inh 12 and MEX-5 binding -16.
`Cc1cccc(Nc2nnc(SC/C(O)=C(\C#N)c3nc4ccccc4[nH]3)s2)c1` gave Efflux pump mplx 2.5, Fam108B inh 5, GRK2 inh 3, GLD-1 RNA inh 5, BCLXL inh 13, VLA-4 inh -20, PME-1 inh 16, MCL1-BIM inh -2 and MEX-5 binding 0.2.
For CC(=O)Oc1ccc2nc(/C=C/c3ccc(C=O)cc3)oc(=O)c2c1 the results were Efflux pump mplx -0.1, Fam108B inh 2, GRK2 inh 0, GLD-1 RNA inh 0, BCLXL inh -3, VLA-4 inh -15, PME-1 inh 1, MCL1-BIM inh 2 and MEX-5 binding -1.3.
`COc1cccc(C(=O)NCCN2CCOCC2)c1` gave Efflux pump mplx -0.1, Fam108B inh -1, GRK2 inh 4, GLD-1 RNA inh 14, BCLXL inh 4, VLA-4 inh -7, PME-1 inh -4, MCL1-BIM inh 7 and MEX-5 binding 0.1.
For O=C(CCNc1n[nH]c(=O)[nH]c1=O)N/N=C\c1cccc(OCc2ccccc2)c1 the results were Efflux pump mplx 0.1, Fam108B inh 2, GRK2 inh 0, GLD-1 RNA inh 9, BCLXL inh 3, VLA-4 inh 7, PME-1 inh 1, MCL1-BIM inh 4 and MEX-5 binding -0.3.
Screening Cc1cc(Oc2cc(N)cc([N+](=O)[O-])c2)ccc1Cl returned Efflux pump mplx -0.1, Fam108B inh -1, GRK2 inh 0, GLD-1 RNA inh 2, BCLXL inh 0, VLA-4 inh -25, PME-1 inh 11, MCL1-BIM inh 8 and MEX-5 binding -1.9.
CC(C)CC(=O)N=C1SC2CS(=O)(=O)CC2N1CCc1ccccc1 (stereo unspecified) was read as Efflux pump mplx -0.1, Fam108B inh 1, GRK2 inh 0, GLD-1 RNA inh 10, BCLXL inh 4, VLA-4 inh -4, PME-1 inh 2, MCL1-BIM inh 5 and MEX-5 binding -1.2.

Brought forward from above: 2 compounds, then new ones.
Screening Cc1cc(Oc2cc(N)cc([N+](=O)[O-])c2)ccc1Cl returned Efflux pump mplx -0.1, Fam108B inh -1, GRK2 inh 0, GLD-1 RNA inh 2, BCLXL inh 0, VLA-4 inh -25, PME-1 inh 11, MCL1-BIM inh 8 and MEX-5 binding -1.9.
CC(C)CC(=O)N=C1SC2CS(=O)(=O)CC2N1CCc1ccccc1 (stereo unspecified) was read as Efflux pump mplx -0.1, Fam108B inh 1, GRK2 inh 0, GLD-1 RNA inh 10, BCLXL inh 4, VLA-4 inh -4, PME-1 inh 2, MCL1-BIM inh 5 and MEX-5 binding -1.2.
Screening COC(=O)C1C(c2ccc(Cl)cc2)NC(c2ccc(Cl)cc2)C(C(=O)OC)S1(=O)=O (stereo unspecified) returned Efflux pump mplx -0.1, Fam108B inh 1, GRK2 inh 0, GLD-1 RNA inh 6, BCLXL inh 7, VLA-4 inh 6, PME-1 inh -9, MCL1-BIM inh 3 and MEX-5 binding 0.6.
`O=[N+]([O-])c1cccc(-c2cc(-c3cc(Br)ccc3O)[nH]n2)c1` gave Efflux pump mplx 2.4, Fam108B inh 0, GRK2 inh 1, GLD-1 RNA inh 4, BCLXL inh 2, VLA-4 inh 3, PME-1 inh -3, MCL1-BIM inh 2 and MEX-5 binding -1.7.
Fc1ccc(-c2csc(-c3ccccn3)n2)cc1F was read as Efflux pump mplx -0.2, Fam108B inh 0, GRK2 inh 0, GLD-1 RNA inh 2, BCLXL inh 2, VLA-4 inh 13, PME-1 inh 5, MCL1-BIM inh -5 and MEX-5 binding 0.7.
Cc1cc(C)cc(NC(=O)CN(Cc2ccccc2)S(C)(=O)=O)c1 was read as Efflux pump mplx -0.2, Fam108B inh -1, GRK2 inh 1, GLD-1 RNA inh -1, BCLXL inh 1, VLA-4 inh -10, PME-1 inh -6, MCL1-BIM inh 8 and MEX-5 binding 0.5.

Source: PubChem
